High-throughput results from PubChem.
M17LAP inhibition: P. falciparum M17LAP inhibitors, primary screen, biochemical, fluorogenic H-Leu-NHMec substrate, 1536-well (AID 1619) | Leucine aminopeptidase (Plasmodium falciparum (isolate 3D7)) | recombinant M17LAP, H-Leu-NHMec fluorogenic kinetic assay; higher % means a stronger effect | inhibition, % at 30 µM; hits with a dose series show IC50 in µM | 0.38% of 220,000 active;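 active means compound inhibiting the enzyme by more than half at any dose during confirmatory dose-response retesting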;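 further: plate controls were full reaction with DMSO carrier for no effect and no enzyme background for full effect; strong numbers were not always called active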
WT yeast gro inh: growth inhibition of WT strain, primary screen, mitochondrial fusion inhibitor project, WT and mutant strains, chemical genetic | inhibition, % at 10 µM | mitochondrial fusion phenotypic screen | 2.1% of 190,000 active; in the data active means inhibition above about 58%; tested in S. cerevisiae
XIAP antagonists: XIAP antagonists, biochemical, IAP family, fluorescence polarization (AID 1018) | one-dose displacement, % at 20 µM; IC50 in µM for titrated hits | XIAP BIR domain, fluorescence polarization peptide displacement; higher % means a stronger effect | 0.007% of 200,000 active; in the data active means displacement above about 50%; further: a part of the inactive calls stands beside numbers as strong as those of hits
TNAP activators: human TNAP enzyme activators, primary screen, biochemical, luminescent, no phosphate acceptor, uHTS (AID 1001). 0.03% of 200,000 active. purified TNAP, luminescent activation assay, no phosphate acceptor; higher activation fold means a stronger effect. Alkaline phosphatase, tissue-nonspecific isozyme (Homo sapiens). activation fold at 20 µM, or EC50 in µM where a hit was titrated; in the data active means activation fold from about 3, or a potency from the dose series; inactive means the rest, 99 in 100 with activation fold below about 1.6; further: many of its hits are not listed in these tables
PMI inhibition: human PMI inhibitors, high substrate, primary screen, biochemical, fluorescence intensity, high mannose 6-phosphate (AID 1220); Mannose-6-phosphate isomerase (Homo sapiens); recombinant PMI enzyme, coupled fluorescence intensity; higher % means a stronger effect; one-dose inhibition, % at 20 µM; IC50 in µM for titrated hits; 0.66% of 190,000 active
LYP inhibition: inhibitors of LYP phosphatase, biochemical, fluorescence intensity, uHTS (AID 1779) | inhibition, % at 11.5 µM; hits with a dose series show IC50 in µM | recombinant LYP phosphatase, fluorescence intensity; higher % means a stronger effect | 0.054% of 290,000 active | Tyrosine-protein phosphatase non-receptor type 22 (Homo sapiens);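 further: plate controls were vehicle with enzyme for no effect and no enzyme for full effect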
Yfh1-depleted yeast: enhancers of respiration in Yfh1-depleted yeast, dose response, Friedreich's ataxia, plus single-dose screen (AID 1465); S. cerevisiae Yfh1-off respiration, WST-1 reduction, 72 h; higher fold induction means a stronger effect; fold induction at 50 µM; hits with a dose series show EC50 in µM; 0.074% of 220,000 active;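 active means fold induction of absorbance versus untreated yeast above a set limit, then at least 30% activation at any dose in follow-up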;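 further: activators that raise dye reduction in frataxin-depleted yeast; strong numbers were not always called active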
M1AAP inhibition: P. falciparum M1AAP inhibitors, biochemical, fluorogenic H-Leu-NHMec substrate, 1536-well (AID 1445) | Aminopeptidase N (Plasmodium falciparum (isolate 3D7)) | recombinant M1AAP, H-Leu-NHMec fluorogenic kinetic assay; higher % means a stronger effect | inhibition, % at 30 µM; hits with a dose series show IC50 in µM | 0.42% of 220,000 active;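 active means primary inhibition above the hit cutoff, then over 50% inhibition at one or more dose response concentrations, cut at about 23% in these data, passing the limit was not always enough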;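 further: plate controls were DMSO full reaction for no effect and no enzyme background for full effect; strong numbers were not always called active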
PMI inhibitors: inhibitors of human PMI, primary screen, biochemical, fluorescence intensity, coupled assay (AID 1209); inhibition, % at 20 µM; hits with a dose series show IC50 in µM; purified PMI enzyme, coupled fluorescence intensity; higher % means a stronger effect; 0.42% of 190,000 active;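 further: plate controls were DMSO vehicle for no effect and wells lacking substrate for full effect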
WT yeast gro inh mutant strain: also measured in WT yeast gro inh; calls as there; inhibition, %; mitochondrial fusion phenotypic screen, mutant strain inhibition
Numbers without * were called inactive; i = inactive; . = no result given. Unless noted, no stated cut-off is given here; in the data, active means inhibition above about 50%; inactive means the rest.

SMILES	M17LAP inhibition	WT yeast gro inh	WT yeast gro inh mutant strain	XIAP antagonists	TNAP activators	PMI inhibition	LYP inhibition	Yfh1-depleted yeast	M1AAP inhibition	PMI inhibitors
Cc1ccccc1-n1c(C)nnc1SCc1nc2ccccc2s1	9.8%	-0.2	9.5	-3.4%	1.1	-1.6%	-3.3%	i	16.7%	-4.2%
CCN(C(=O)CSc1ncn[nH]1)C1CCCCC1	12.3%	-9.5	-6.8	-3.8%	1	0.6%	-1.9%	i	-1.2%	3.1%
O=C(NN=C1CCCCCC1)c1ccc2c(c1)OCO2	8.5%	-3.9	-7.6	2.1%	1.1	-15.4%	-4.4%	i	0.1%	-10.3%
Cc1c(OCC(=O)N(C)C)ccc2c3c(c(=O)oc12)CCCCC3	15.7%	-7.5	0.9	-7.7%	1.1	-3.4%	-7.4%	i	15.1%	-3.6%
COc1ccc(-c2ccnc3nc(N4CCN(c5ccccc5)CC4)nn23)cc1	1.5%	40.0	35.3	-18.9%	0.9	17.7%	11.1%	i	5.8%	21.4%
Cc1ccc(-n2c(SCC(=O)Nc3cccc(C)c3)nc3c(oc4ccccc43)c2=O)cc1	1.5%	26.4	7.7	-18.6%	1	17.2%	4.8%	i	0.4%	16.1%
O=C(NS(=O)(=O)c1ccccc1Cl)c1ccc[nH]1	7.4%	-3.2	-20.2	-1.7%	1.1	-1.8%	-6.9%	i	10.3%	-11.3%
COc1ccc(NC2c3ccccc3C(=O)N2Cc2ccc3c(c2)OCO3)cc1 (stereo not given)	1.6%	.	.	.	.	.	-5.2%	i	3.6%	.
CCc1ccc2nc(NC(=O)Cn3cnc4ccccc4c3=O)sc2c1	14.7%	-45.5	2.7	-15.7%	1.1	-2.9%	-10.7%	i	-2.4%	-4.0%
Cc1c(C(=O)c2no[n+]([O-])c2C(=O)c2cnn(C)c2C)cnn1C	-0.6%	-3.6	-2.4	-1.9%	1.1	13.4%	-0.7%	i	-1.9%	3.7%
COc1ccccc1OCCCn1c(=O)oc2ccccc21	17.7%	-7.5	-43.3	-7.6%	1	12.9%	-0.4%	i	2.7%	15.8%
COc1cc(-c2nnc(CSc3nnc(Nc4ccc(Oc5ccccc5)cc4)s3)o2)cc(OC)c1OC	12.0%	24.0	17.6	-7.5%	1.2	17.5%	8.0%	i	2.7%	20.9%
COn1c(C)c(C(C)=O)c2c3no[n+]([O-])c3ccc21	-1.5%	-16.6	2.8	-3.5%	1.1	8.2%	-5.4%	i	1.0%	9.9%
CCOC(=O)C1C(=O)C=C(c2cccc(NS(C)(=O)=O)c2)CC1c1ccco1 (stereo not given)	3.3%	-1.5	-15.2	-1.9%	1	-13.1%	-5.3%	i	7.0%	-13.3%
Cc1cc(=O)oc2cc(Oc3ncccc3[N+](=O)[O-])ccc12	5.3%	-3.4	-10.5	-8.9%	1	6.5%	-1.1%	i	-1.8%	5.5%
O=C(Cc1ccccc1)N/N=C/c1ccc2cccc(O)c2n1	-0.2%	10.6	-3.6	-7.7%	1.1	40.8%	-2.7%	i	0.5%	13.6%
c1ccc(CCn2c(SCc3ccccc3)nnc2-c2ccncc2)cc1	2.8%	-9.4	-19.9	-5.4%	1.1	-1.1%	-3.2%	i	0.1%	-2.9%
COc1ccc(C2CC(c3cccs3)=NN2C(=O)CN2CCCCC2)cc1 (stereo not given)	0.9%	7.3	3.5	0.6%	1.1	1.9%	-3.8%	i	13.0%	-3.8%
Cc1ccc2nc(N/N=C/c3ccccc3C#N)nc(-c3ccccc3)c2c1	-3.6%	14.5	5.6	5.7%	1	1.3%	-0.6%	i	9.3%	3.3%
C=CCn1c(SCC(=O)c2ccc(Br)cc2)nnc1C(C)NC(=O)Cc1ccc(OC)cc1 (stereo not given)	9.7%	-4.5	3.8	-9.3%	1.1	8.5%	-5.1%	i	4.2%	5.7%
CCOc1cc(C2NC(=O)NC(C)=C2C(C)=O)cc(Cl)c1OCC(=O)O (stereo not given)	-16.0%	-15.3	-5.6	-6.8%	1.1	4.1%	-0.2%	i	12.6%	9.2%
Cc1[nH]c2ccc(-c3n[nH]c(=S)n3-c3ccccc3)cc2c1C	-7.2%	0.9	-2.8	-3.1%	1.1	3.9%	-1.6%	i	-9.8%	-0.2%
CCCC(CCC)C(=O)NNc1cc(=O)c2c(=O)n(C)c(=O)n(C)c2[nH]1	-13.2%	-5.7	-0.2	-4.0%	1.1	7.4%	-9.3%	.	-1.2%	0.5%
COc1ccc(CCNC(=S)Nc2ccc(C(C)C)cc2)cc1	-11.3%	.	.	.	.	.	-6.5%	i	5.4%	.
COc1ccc(CNC(=O)CN(c2ccccc2)S(=O)(=O)N(C)C)cc1	-0.6%	7.4	4.8	-3.5%	1	6.0%	-1.6%	i	5.2%	9.5%

Four compounds already listed, arranged by SMILES length, high to low:
SMILES	M17LAP inhibition	WT yeast gro inh	WT yeast gro inh mutant strain	XIAP antagonists	TNAP activators	PMI inhibition	LYP inhibition	Yfh1-depleted yeast	M1AAP inhibition	PMI inhibitors
C=CCn1c(SCC(=O)c2ccc(Br)cc2)nnc1C(C)NC(=O)Cc1ccc(OC)cc1 (stereo not given)	9.7%	-4.5	3.8	-9.3%	1.1	8.5%	-5.1%	i	4.2%	5.7%
CCOc1cc(C2NC(=O)NC(C)=C2C(C)=O)cc(Cl)c1OCC(=O)O (stereo not given)	-16.0%	-15.3	-5.6	-6.8%	1.1	4.1%	-0.2%	i	12.6%	9.2%
COc1ccc(CNC(=O)CN(c2ccccc2)S(=O)(=O)N(C)C)cc1	-0.6%	7.4	4.8	-3.5%	1	6.0%	-1.6%	i	5.2%	9.5%
COn1c(C)c(C(C)=O)c2c3no[n+]([O-])c3ccc21	-1.5%	-16.6	2.8	-3.5%	1.1	8.2%	-5.4%	i	1.0%	9.9%

Next section
SMILES	M17LAP inhibition	WT yeast gro inh	WT yeast gro inh mutant strain	XIAP antagonists	TNAP activators	PMI inhibition	LYP inhibition	Yfh1-depleted yeast	M1AAP inhibition	PMI inhibitors
CCN(CC)S(=O)(=O)c1cccc(C(=O)N/N=C2\CCCC(=O)C2)c1	11.1%	.	.	.	.	.	-2.2%	i	3.7%	.
O=C(NCc1nnc(SCc2ccccc2)n1-c1ccc(F)cc1)C12CC3CC(CC(C3)C1)C2	7.5%	-4.2	-3.4	-0.7%	1.1	13.0%	3.6%	.	7.3%	14.5%
O=C1CC(SC(=NCc2ccc3c(c2)OCO3)Nc2ccccc2)C(=O)N1c1ccccc1 (stereo not given)	0.2%	10.3	1.7	-3.0%	1.1	11.3%	-1.6%	i	13.6%	13.8%
O=c1[nH]ncc(N/N=C/c2ccccc2)c1Cl	-0.1%	-5.1	10.7	-8.3%	1.1	8.1%	-2.0%	i	0.0%	21.4%
O=C1c2ccccc2S(=O)(=O)N1CC(O)Cn1ccc2ccccc21 (stereo not given)	51.6%	8.5	28.0	-6.3%	1	3.8%	-2.3%	i	11.1%	2.1%
CCC(CC)C(=O)Nc1ccc(Cl)c(Cl)c1	-11.1%	2.9	4.5	-1.1%	1.2	-1.7%	-3.7%	i	3.7%	2.4%
CCOC(=O)C1CCCN(c2c(NCCCN(CC)c3cccc(C)c3)c(=O)c2=O)C1 (stereo not given)	3.0%	-23.0	-2.2	-1.9%	1.1	4.6%	-2.8%	i	12.6%	9.9%
CCN(c1ccccc1)S(=O)(=O)c1ccc(Cl)c(NC(=O)COC(=O)c2ccc[n+]([O-])c2)c1	3.6%	-16.6	12.2	-2.9%	1	-6.5%	-8.3%	i	5.4%	-6.2%
Cc1nnc(NC(=O)CSc2cn(CCNC(=O)c3ccccc3)c3ccccc23)s1	0.8%	10.1	-0.8	-3.9%	1.2	-0.5%	-6.7%	i	5.1%	0.8%
O=C(Nc1ccc(S(=O)(=O)N2CCCCC2c2cccnc2)cc1)c1c(F)cccc1F (stereo not given)	7.4%	-24.6	-20.1	-1.2%	1.1	15.9%	-4.1%	i	-0.3%	19.6%
COc1ccc(-c2ccc(OC)c([C@H]3[C@H]4C=CC[C@@H](C)[C@@H]4C(=O)N3Cc3ccccc3)c2)cc1	-3.4%	.	.	.	.	.	1.2%	i	-2.5%	.
CCCc1cc(=O)n2[nH]cnc2n1	17.6%	-11.1	-21.4	-3.3%	1	-2.4%	-1.2%	i	7.6%	-2.2%
Nc1ccccc1C(=O)NNC1=C(C(=O)C(F)(F)F)CCC1	2.8%	.	.	.	.	.	-3.1%	i	7.0%	.
COc1ccc(CCC(=O)NC(C)C)cc1	21.4%	-9.4	-14.4	-7.8%	1.1	0.4%	-9.5%	i	9.9%	-5.0%
COc1ccc(NC(=O)Cn2cnc3sc(C)c(S(=O)(=O)N4CCOCC4)c3c2=O)c(OC)c1	-2.4%	4.0	5.0	-5.3%	1	-3.4%	-4.4%	i	-1.3%	3.2%
COC(=O)C1=C(C)N=C2SC(C)C(=O)N2C1/C=C/c1ccccc1 (stereo not given)	12.4%	-17.7	5.7	-0.1%	1.2	1.8%	0.0%	i	4.1%	1.9%
CCNC(=O)COC(=O)c1cc(S(=O)(=O)N2CCCCC2)ccc1C	-0.1%	.	.	.	.	.	-8.2%	i	4.2%	.
CCN1CCN(C(=O)C(C)Nc2ccc(OC)cc2OC)CC1 (stereo not given)	1.3%	-19.1	3.0	0.3%	1.1	58.6%*	-8.8%	i	3.4%	19.9%
COC(=O)c1scc(C)c1-n1ccc(C(=O)C(=O)N(C)C)c1	-0.5%	-7.9	4.4	-4.2%	1.1	14.3%	-5.2%	i	-0.6%	7.5%
CN1CC(=O)NC1=NC(=O)c1cc(F)c(F)cc1Cl	15.0%	12.6	-3.1	-1.8%	1.1	1.8%	-7.7%	i	2.4%	3.4%
CCC(=O)OCC(=O)Nc1cc(S(=O)(=O)N(C)C)ccc1Cl	-4.0%	-5.7	10.2	-1.2%	1	1.5%	-7.4%	i	-4.6%	-5.5%
O=C(CSc1nnc(-c2ccco2)n1CC1CCCO1)c1ccccc1 (stereo not given)	12.9%	6.4	-7.5	-3.8%	1.1	-8.2%	-7.3%	i	1.8%	-16.2%
CCN(CC)S(=O)(=O)c1ccc(-c2nnc(SCC(=O)c3ccc(OC)cc3)o2)cc1	-7.3%	3.0	7.3	4.4%	1.2	-4.3%	-5.9%	i	0.1%	2.0%
COc1ccc(-c2cc(C(=O)N3CCc4ccccc4C3)no2)cc1OC	6.9%	21.4	18.5	-7.6%	1.1	19.9%	-3.6%	i	2.6%	17.9%
CCOC(=O)C1CCN(C(=O)Nc2ccc3nc(C)c(C)nc3c2)CC1	-238.7%	5.2	1.6	0.0%	1.1	14.0%	-2.2%	i	-1.0%	16.3%
COc1ccc(N(CC(=O)N2CCN(c3ccc(Cl)cc3)CC2)S(=O)(=O)c2c(C)n[nH]c2C)cc1	13.8%	5.8	17.9	-4.6%	1	4.4%	2.8%	i	9.1%	0.3%
CSc1ncccc1-c1nc2ccccc2[nH]1	-8.8%	33.5	-10.5	-6.0%	1.1	-34.8%	-1.4%	i	2.5%	-24.5%
O=C1Nc2cccnc2Sc2ccccc21	5.7%	9.9	17.9	-17.0%	1.1	8.5%	-6.7%	i	0.9%	4.8%
